Bioassay records: PubChem, Fisher Drug Discovery Resource Center
mcGAS RapidFire: inhibitors of Mus musculus cyclic GMP-AMP synthase, initial high-throughput assay, cell-free, RapidFire MS. recombinant mouse cGAS, cGAMP by RapidFire MS. Q8C6L5. inhibition, % at 12.5 µM. hit rate 0.18% among 130,000. AID 1259397, 2018;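 active = inhibition of cGAS enzyme activity at or above 60%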;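 also: enzyme stimulated by 45 bp dsDNA with ATP and GTP substrates; cGAMP share of summed cGAMP plus half ATP and half GTP signals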
Target sequence (Q8C6L5 whole entry, looked up): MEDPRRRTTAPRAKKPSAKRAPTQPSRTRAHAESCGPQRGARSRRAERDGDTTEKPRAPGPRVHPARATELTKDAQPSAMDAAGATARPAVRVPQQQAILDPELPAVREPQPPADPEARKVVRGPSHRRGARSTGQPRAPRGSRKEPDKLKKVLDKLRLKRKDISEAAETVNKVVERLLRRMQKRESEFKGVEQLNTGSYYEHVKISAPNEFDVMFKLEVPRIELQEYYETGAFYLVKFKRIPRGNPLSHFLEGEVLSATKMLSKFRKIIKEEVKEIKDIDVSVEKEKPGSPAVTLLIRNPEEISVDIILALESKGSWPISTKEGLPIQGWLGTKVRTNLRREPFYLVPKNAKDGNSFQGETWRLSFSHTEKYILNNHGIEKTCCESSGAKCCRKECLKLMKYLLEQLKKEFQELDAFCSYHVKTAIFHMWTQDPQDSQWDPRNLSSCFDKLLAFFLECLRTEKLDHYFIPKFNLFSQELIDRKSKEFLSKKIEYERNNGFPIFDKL
* = called active by the depositor; & = joins results of further samples.

structure	mcGAS RapidFire
Cc1nc(CNC(=O)c2cc(C3CC3)[nH]n2)nc2c1CCCC2	-6
CC(=O)NCc1ccc(C(O)=C(C#N)C(=O)c2cccc(C)c2C)cc1	-7
O=S(=O)(c1ccc2c(c1)CCC2)N1CCN(CC2CCCCO2)CC1 (centres undefined)	-6
Cc1cc(=O)[nH]c(SCc2cccc3cccnc23)n1	-8
COc1cc2nc(SCC(=O)N(C)C3CCCCC3)n3nc(C)nc3c2cc1OC	-10
CC(=O)n1cc(N(C(=O)CCl)c2ccc(C)cc2)c2ccccc21	1
O=C(O)CCC(=O)CCC(=O)c1cccs1	3
CSc1ccc(C(c2c(O)cc(C)n(Cc3ccco3)c2=O)N2CCCCC2)cc1 (centres undefined)	-8

Overlap with the part before: 2 entries, then new ones.
structure	mcGAS RapidFire
O=C(O)CCC(=O)CCC(=O)c1cccs1	3
CSc1ccc(C(c2c(O)cc(C)n(Cc3ccco3)c2=O)N2CCCCC2)cc1 (centres undefined)	-8
O=C(c1ccsc1)N1CCC2(CCCN(CC3CCCCC3)C2=O)C1 (centres undefined)	-6
C=C(C)Cn1c(=O)c2c(nc3n(CCCCCC)c(C)cn23)n(C)c1=O	4
O=C(CCSc1ccc2c(c1)OCCO2)NCCN1CCCC(O)C1 (centres undefined)	-12
COc1ccc2nc(N(CCN3CCOCC3)C(=O)/C=C/c3cccs3)sc2c1	-9
Cc1cccnc1N1CCN(Cc2ccc(-n3ccnc3)cc2)CC1	-42
CN(C)S(=O)(=O)c1ccc(C(=O)NCc2c(-c3ccccc3)nc3n2CCS3)cc1	-11
COc1cc(-c2ccc(C)s2)cc2c1OCCN(CCc1ccccn1)C2	-5
CC(C)OC(=O)C(C(=O)C(F)(F)F)c1cc(NS(=O)(=O)c2ccccc2)ccc1O (centres undefined)	-1

structure	mcGAS RapidFire
Cn1c(SCc2cc(Cl)cc3c2OCOC3)nc2ccccc21	1
CN1CC2(CCN(C(=O)c3cc4cccc(Cl)c4n3C)C2)OC1=O (centres undefined)	-13
CN(C)C1CCCC(NC(=O)NCCOc2cccnc2)C1 (centres undefined)	-9
C(=NN1CCN(c2ccccn2)CC1)c1ccc2ncccc2c1	0
COC(C)(C)c1noc(-c2ccc(F)c(NC(C)=O)c2)n1	-9&-8
NCc1ccc(Br)cc1Oc1ccccc1	13
COC(=O)C(CCSC)NC(=O)c1cc(COc2ccccc2SC)on1 (centres undefined)	-5
CCc1[nH]c(C(=O)N2CCN(C(C)C(=O)NC3CC3)CC2)c(C)c1C(=O)OC (centres undefined)	-6

structure	mcGAS RapidFire
CN1CCN(c2nc3c(c(N4CCCCC4)n2)CNCC3)CC1	-6
O=C(C1CCC1)N1CCCC(N2CCN(c3ccccc3)CC2)C1 (centres undefined)	-8
Cc1ccsc1/C=C1N=C(/C=C/c2ccc([N+](=O)[O-])cc2)OC\1=O	-6
COCCn1c(C)c(C)n2c3c(=O)n(Cc4ccccc4F)c(=O)n(C)c3nc12	-12
Cc1ccc(C2C(=O)c3ccccc3C2(O)c2ccccc2)cc1 (centres undefined)	2
O=C(O)C1(CCc2ccccc2)CCCN(c2ncnc3c2CCC3)C1 (centres undefined)	-12
C[C@@H](CN1CCC(n2c(=O)[nH]c3cc(Cl)ccc32)CC1)NC(=O)c1ccc2ccccc2c1	-9
Cc1nc(CCNC(=O)Cc2c(C)nc(N)nc2C)sc1C	-10

structure	mcGAS RapidFire
Cc1ccc(C(C)C)cc1OCC(=O)N1CCCN(C(=O)Nc2ccccc2)CC1	-7
COCCn1c(C)cc(O)c(C(c2ccncc2)N2CCC(C)CC2)c1=O (centres undefined)	-12
CC(C)NC(=O)C1CCN(C(=O)c2ccc(Br)cc2)CC1	-7
CSC(N)=NC(c1ccc(F)cc1)c1ccc(F)cc1	-2
Cc1cccc(OCCNC(=O)CN2C(=O)NC3(CCC(C)CC3)C2=O)c1 (centres undefined)	2
Clc1ccccc1Cc1noc(CN2CCCCC2c2ccccn2)n1 (centres undefined)	-7&0
CS(=O)(=O)c1ccc(C(=O)Nc2ccc(N3CCc4sccc4C3)nc2)cc1	-17
CC1CCCCC1NS(=O)(=O)Cc1ccccc1 (centres undefined)	19

structure	mcGAS RapidFire
COc1ccc(-c2csc(NC(=O)Cn3cc(C(F)(F)F)cc(Cl)c3=O)n2)cc1	-4
COc1cc(C(=O)Oc2cccc(Br)c2)cc(OC)c1OC	-6
CC(C)CCCC(C)[C@H]1CCC2C3CC=C4C[C@@H](O)CC[C@]4(C)C3CC[C@@]21C (some centres undefined)	-9
Cc1ccccc1NC(=O)CC(=O)NCCc1ccccc1Cl	-17
Fc1ccc(C2CC(c3ccc4c(c3)OCO4)=Nc3ncnn32)cc1 (centres undefined)	-4
Cc1ccc(CN2CCCC(CNS(C)(=O)=O)C2)c2cccnc12 (centres undefined)	2
COCC(=O)NCCCn1nc(-c2ccccc2)ccc1=O	0
CC(=O)Nc1ccc(/C=N\Nc2nc(N3CCOCC3)nc(N3CCOCC3)n2)cc1	3

structure	mcGAS RapidFire
CC(=O)c1c(C)n(S(=O)(=O)N(C)C)c2ccc(NS(=O)(=O)N(C)C)cc12	-21
COc1ccc(-c2cc(N)n(-c3ccc(C(=O)N[C@H](CO)Cc4ccccc4)cc3)n2)cc1	-1
c1ccc2c3c([nH]c2c1)CN(Cc1cc2n(n1)CCNC2)CC3	-19
Cc1cnc(C(=O)Nc2ccc(N3CC(C)OC(C)C3)c(F)c2)cn1 (centres undefined)	-9
Cc1nc(C)c(C(=O)OCC2CCN(CC(F)(F)F)CC2)s1	-4
CCCCOc1ccc(C2CC(=O)Nc3cc(N4CCNC4=O)ccc32)cc1 (centres undefined)	-11
Cn1c(COc2ccccc2C(F)(F)F)nc2c1c(=O)[nH]c(=O)n2C	-6
O=C(CCc1ccccc1)C(=O)N1CCCC(C(=O)c2cccc(Cl)c2)C1 (centres undefined)	-7

structure	mcGAS RapidFire
CN1CCC(C)(C(=O)Nc2ccc(Cl)c(Cl)c2)C1 (centres undefined)	-3
CCN(C/C=C/c1ccccc1)C(=O)c1ccc(NC(C)=O)cc1	-21
COc1ccc2cc(CNC(=O)CN(C)S(=O)(=O)c3ccc4c(c3)OCCO4)ccc2c1	-3
CCc1cc(C(=O)Nc2cccc(S(=O)(=O)NC3CC3)c2)sc1C	-4
Cc1ccc(CN2CCN(C(=O)C3CCC(O)CC3)C(C)C2=O)cc1 (centres undefined)	-14
Nn1cc(-c2ccccc2)nc1SCc1ccccc1Cl	-7
COc1ccc(-c2ccc3c(c2)COCC(=O)N3C(C)C)cn1	-8
Cc1cnc(NC(=O)/C=C/c2cccc(C(F)(F)F)c2)s1	3

structure	mcGAS RapidFire
O=C1CC(/C=C/c2ccccc2)Cc2nc(N3CCN(CCO)CC3)ncc21 (centres undefined)	-5
CN(Cc1ccc(N2CCCCC2)cc1)Cc1nnnn1C1CC1	-7
O=C(Nc1ccc(F)cc1Br)N1CC(Cc2ccccc2Cl)C1	-4
COc1cc(C)ccc1Oc1cc(Cl)ncn1	-2
CC(C)(C)c1ccc(C(O)c2ncc(-c3ccccc3)[nH]2)cc1 (centres undefined)	-8
CCSC(=Nc1ccccc1)N1CCOCC1	-5
Cc1ccc(O)c(CN2CCC(c3ccnc(-c4cccc(O)c4)c3)C2)n1 (centres undefined)	4
N#CC(=Cc1ccco1)C(N)=S	-3

structure	mcGAS RapidFire
COc1ccc(OCc2cc(C(=O)NCc3cnn(C)c3C)n[nH]2)c(Cl)c1	-16
Cc1cccc(C(=O)Nc2ccc(Nc3ccccc3)cc2)n1	4
Clc1ccc(-c2nn[nH]n2)cc1	0
Cn1ccnc1Sc1nc(-c2ccccn2)nc2scc(-c3ccccc3)c12	-10
CC1CCN(CC2CCCN(C(C(N)=O)c3ccccc3)C2)CC1 (centres undefined)	-10
Cn1cc(CNCc2ccc3[nH]c4c(c3c2)CCCCCC4)cn1	-9
COc1ccc(C=[N+](C)[O-])cc1OC	-9
Cc1nnc(NC(=O)CSc2nnc(CNC(=O)c3ccc(S(=O)(=O)N(C)C)cc3)n2-c2ccccc2)s1	0

structure	mcGAS RapidFire
CN(C)[C@@H]1CCc2[nH]c3ccc(NC(=O)c4ccc(F)cc4)cc3c2C1	-7
CCC(Sc1nc2c(c(=O)n1-c1ccc(C)cc1)SCC2)C(=O)OC (centres undefined)	-1
Cn1c(=O)c2c(ncn2CCC(=O)O)n(C)c1=O	2
CCNC(=O)N1CCN(C(C(=O)NCC(C)CC)C2CCCC2)CC1 (centres undefined)	-1
Cc1ccc(C(=O)ON=C(N)Cc2ccc(Cl)cc2Cl)cc1C	-6
Cc1cccc2c(=O)[nH]c(CN(C)C(C)c3ccccc3)nc12 (centres undefined)	4
CCCC(=O)C1=C(c2ccc(Cl)cc2)N(C(=O)CCC)n2cnnc2S1	3
CC(C)N(Cc1ccc(C(F)(F)F)nc1)Cc1cnn(C)c1	0

structure	mcGAS RapidFire
NS(=O)(=O)c1ccc(NN=C2CC3CC=CC23)c([N+](=O)[O-])c1 (centres undefined)	-12
CCOC(=O)CN(C)C(=O)C1(N2CCCCC2)Cc2ccccc2C1	-5
CCn1nc(C(=O)NNC(=O)CSc2ccc(OC)cc2)c2ccccc2c1=O	-7
CC(=O)Nc1cc(NC(C)=O)cc(C(=O)OCc2c(F)cccc2Cl)c1	-7
CCCn1c(C)c(CC(=O)N(C)Cc2cccnc2)c2c1CC(C)(C)CC2=O	-3
O=C(Nc1cnc2n1CCCC2)c1cc2ccccc2o1	2
CCOc1cccc(-c2ccc(CN3CCOCC3)cn2)c1	-24
O=C(Nc1ccc(-c2ccccc2)nn1)c1cscn1	-9

structure	mcGAS RapidFire
CCOCCN1CCN(Cc2nnc(C3CC3)o2)CC1C (centres undefined)	-15
O=c1cc(CN2CCN(CC(F)(F)F)c3ccccc32)occ1O	-14
C=CCn1cc(CN(C)Cc2cnn(-c3cccc(C)c3)c2)c(C)n1	-11
Cc1cc(CS(=O)(=O)Cc2ccccc2Cl)no1	-9
CCC(NC(=O)CNC(=O)c1cccs1)c1ccc(Cl)cc1 (centres undefined)	-3
CCCn1c(=O)c(C(=O)O)nn(-c2ccc(C)cc2)c1=O	-9
N#Cc1c(NC(=O)COC(=O)CC23CC4CC(CC(Br)(C4)C2)C3)sc2c1CCCC2	-7
CS(=O)(=O)Nc1ccc(NS(C)(=O)=O)c2ccccc12	5

structure	mcGAS RapidFire
Cc1cc(C2=NNC(=NC(C)(C)C)SC2)c(C)n1-c1ccccc1	-10
Cc1ccc(S(=O)(=O)Nc2ccc(F)cc2C)c(C)c1	-9
C=CCNc1nnc(SCC(=O)NN=C2CC3CCC2(C)C3(C)C)s1 (centres undefined)	0
CCCN(Cc1cccnc1)C(=O)c1ccc2ncsc2c1	-12
Cc1c(C(=O)N2CCC(O)(C(=O)O)CC2)sc2ccccc12	8
CC(C)CC(C)NC(=O)c1ccc2nc(-c3ccccc3)c(-c3ccccc3)nc2c1 (centres undefined)	17
CC(C)Sc1ncnc2c1nnn2C	-5
Cc1cc(C(=O)COc2ccccc2C(=O)N2CCOCC2)c(C)n1C	-3

Exported with each value named: 4 of the compounds above
> CCCN(Cc1cccnc1)C(=O)c1ccc2ncsc2c1
  mcGAS RapidFire = -12

> C=CCNc1nnc(SCC(=O)NN=C2CC3CCC2(C)C3(C)C)s1 (centres undefined)
  mcGAS RapidFire = 0

> CC(C)CC(C)NC(=O)c1ccc2nc(-c3ccccc3)c(-c3ccccc3)nc2c1 (centres undefined)
  mcGAS RapidFire = 17

> Cc1c(C(=O)N2CCC(O)(C(=O)O)CC2)sc2ccccc12
  mcGAS RapidFire = 8

The listing continues:
structure	mcGAS RapidFire
Cc1cc(C)cc(NCCCn2c(C)cn3c4c(=O)[nH]c(=O)n(C)c4nc23)c1	-5
CCOC(=O)c1c(NC(=O)CN(CC(N)=O)C(C)C)sc2c1CCC(C)C2 (centres undefined)	-3
COc1ccc(-n2c(C)cn3c4c(=O)n(C)c(=O)n(C)c4nc23)c(OC)c1	-2
Cc1ccc(S(=O)(=O)N2CCN(C(=O)NCC3CN(CC(C)C)CCO3)CC2)cc1C (centres undefined)	-11
O=C(C1CCCC1)N(Cc1ccccc1)Cc1nc2ccsc2c(=O)[nH]1	2
Cc1oc(-c2cccs2)nc1CN1CCCC(Nc2ccccc2)C1 (centres undefined)	-4
Cc1ccccc1C1c2[nH]c3ccccc3c2CCN1Cc1ncc[nH]1 (centres undefined)	4
O=C(COc1nsnc1N1CCOCC1)NC1CCCC1	5

structure	mcGAS RapidFire
COc1ccc(NC(=O)NCc2sc(C)nc2C)cc1C	6
Cc1sc(-n2cccc2)c(C(=O)N2CCN3C(=O)CNC(=O)C3C2)c1C (centres undefined)	-15
CC(C)(C)C(=O)NCC(=O)NC1=NCCS1	-4
O=S(=O)(Nc1ccc2c(c1)OCO2)c1c(Cl)cc(Br)cc1Cl	-7
CCCc1ncc(C(=O)N(C)c2ccccc2S(C)(=O)=O)s1	-11
Cc1ccc2[nH]c3c(c2c1)CN(C(=O)CCN1CCCCO1)CC3	-7
Cc1cc(NC2CC(=O)N(Cc3ccccc3C(F)(F)F)C2)nc(N)n1 (centres undefined)	-16
CCN(Cn1[nH]c(C(C)(C)C)nc1=S)C1CCS(=O)(=O)C1 (centres undefined)	-5

structure	mcGAS RapidFire
Cc1ccc(CN2CCCCC2c2ccccn2)o1 (centres undefined)	6
O=C(CSc1nc2c(c(=O)n1-c1ccccc1)SCC2)N1CCCc2ccccc21	-4
CON(C)C(=O)c1nn(Cc2ccccc2)c(=O)c2ccccc12	-26
COc1ccc(OC)c(C(C)n2cnc(-c3ccccc3)c2-c2cnc[nH]2)c1 (centres undefined)	-14
CCCOC1=NN=C(Oc2nc(NCC)cc(N(C)C)n2)CC1	6

This is a subset. The share of hits here may be higher or lower than overall.
